CHT block – inhibitors of human choline transporter CHT; 310,000 tested, 0.86% active; High affinity choline transporter 1 (Homo sapiens), Q9GZV3; CHT-expressing cells, membrane potential dye, choline response; active compounds read low; B-score at 10 µM;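 active = B-score over 3 SD under the library average, and starting fluorescence ratio not unusually high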;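 also: choline stimulus applied at its EC90 after an EC20 pre-addition; B-score computed on integrated fluorescence ratio after choline addition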
Target sequence (Q9GZV3 whole entry, looked up): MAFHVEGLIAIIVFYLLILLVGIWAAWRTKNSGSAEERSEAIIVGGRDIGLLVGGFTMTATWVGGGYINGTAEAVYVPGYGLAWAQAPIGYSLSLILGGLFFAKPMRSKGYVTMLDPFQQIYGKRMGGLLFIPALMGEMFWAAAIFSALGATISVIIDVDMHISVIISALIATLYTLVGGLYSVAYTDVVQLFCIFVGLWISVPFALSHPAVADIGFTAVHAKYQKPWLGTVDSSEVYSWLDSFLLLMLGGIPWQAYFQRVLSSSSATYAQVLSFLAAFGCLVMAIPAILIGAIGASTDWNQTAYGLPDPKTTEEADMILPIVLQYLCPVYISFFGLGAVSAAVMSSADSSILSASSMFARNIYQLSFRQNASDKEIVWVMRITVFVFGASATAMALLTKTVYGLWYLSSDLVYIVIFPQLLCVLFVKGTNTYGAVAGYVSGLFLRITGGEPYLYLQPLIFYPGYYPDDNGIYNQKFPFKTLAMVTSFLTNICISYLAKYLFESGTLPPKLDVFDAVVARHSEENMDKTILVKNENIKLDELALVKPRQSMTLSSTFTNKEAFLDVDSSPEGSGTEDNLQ
CHT allo act – CHT positive allosteric modulators, primary screen, cell-based, membrane potential dye, choline EC20; High affinity choline transporter 1 (Homo sapiens), Q9GZV3; CHT-expressing cells; active compounds read high; LV-AA mutant CHT in HEK293 cells; B-score at 10 µM; 310,000 tested, 0.49% active; AID 488977, 2010;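 active = initial fluorescence not abnormally high and integrated response B-score, plate-corrected, over 3 SD above library mean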
* = called active by the depositor; i = inactive.

SMILES | CHT block | CHT allo act
O=C(c1ccco1)N1CCCC(c2nc3c(nnn3Cc3ccc(Cl)cc3Cl)c(=O)[nH]2)C1 (stereo not given) | i | i
COc1ccc(CCNc2ncnc3c2nnn3Cc2ccccc2)cc1 | i | i
COc1cc2c(C(=O)N3CCN(c4ccccc4F)CC3)cn(C)c(=O)c2cc1OC | i | i
CCOc1ccc(CCNC(=O)C2CCN(c3nnc(-n4cccc4)s3)CC2)cc1 | i | i
COCCNC(=O)/C(C#N)=C/C=C/c1ccccc1 | i | i
CCOc1ccc(C(=O)Nc2nnc(S(=O)(=O)N(C)Cc3ccco3)s2)cc1 | i | i
Cc1ccc(CNC(=O)c2ccccc2NS(=O)(=O)c2ccc(Cl)nc2)cc1 | -5.75* | i
O=C(Nc1ccccc1N1CCCCC1)c1ccc(OC(F)F)cc1 | i | i
O=C(COc1ncnc2sccc12)N1CCN(c2ccccc2)CC1 | i | i
CC(=O)c1cnn(-c2cc(Oc3cccc(C)c3)ncn2)c1C | i | i
O=C(O)c1nnn(-c2cccc(C(F)(F)F)c2)c1-c1ccccc1 | i | i
O=[N+]([O-])c1ccc(N2CCN(c3ccc(F)cc3)CC2)cn1 | i | i
O=C(CSc1ncccn1)c1ccccc1Br | i | i
O=C1CNC(=S)N1CCc1ccccc1Cl | -5.11* | i
Cn1c(=O)c2[nH]c(N/N=C(/C#N)C(N)=O)nc2n(C)c1=O | i | i
N=c1sccn1CC(=O)Nc1cccc2ccccc12 | i | i
COc1ccc(CNC(=O)N[C@H](C(=O)O)C(C)C)cc1OC | i | i
CC1=C(C(=O)N2CCc3ccccc32)C2(CCC(C)CC2)OC1=O (stereo not given) | i | i
C#CCOCCOCCOCCNc1nc(N2CCN(C(=O)[C@H](C(C)C)n3cc(CCO)nn3)CC2)nc(N2CCN(C(=O)[C@H](CCCCN)n3cc(CCCC)nn3)CC2)n1 | i | i
CCc1ccc(NC(=O)c2ccccc2SC)cc1 | i | i
CCN(CC)S(=O)(=O)c1ccc(-c2nnc(SCc3nnc(-c4ccc(C)cc4)o3)o2)cc1 | i | i
Cc1cc2c(ncn2C)c(NS(=O)(=O)c2ccc(F)cc2)c1C | i | i
O=C(O)Cc1ccc2c(c1)N(S(=O)(=O)c1cccs1)CC(C(=O)O)O2 (stereo not given) | i | i
CC(C)CC(=O)Nc1cc2c3c(c1)C(C)C(=O)N3CCC2 (stereo not given) | i | i
O=[N+]([O-])/C(C(Cl)=C(Cl)Cl)=C(\Sc1ccccc1)N1CCCCC1 | i | i
The list continues.
SMILES | CHT block | CHT allo act
Cc1ccc(C)c(NC(=O)C2=CCN(S(=O)(=O)c3ccc(F)cc3)CC2)c1 | i | i
Cc1nn(Cc2c(F)c(F)c(F)c(F)c2F)c(C)c1NC(=O)c1ccnn1C | i | i
CCCCOc1ccc(/C=C/C(=O)NCCc2nc3ccccc3[nH]2)cc1 | i | i
COc1cc(C(=O)O)ccc1OC(C)=O | i | i
COc1ccc(-c2[nH]c(-c3ccc(Cl)cc3)nc2SCC(=O)Nc2nccs2)cc1 | i | i
CCOc1ccc(N(CC(=O)NC2CCCC2)S(=O)(=O)c2c(C)noc2C)cc1 | i | i
CC(C)N=C(NS(=O)(=O)c1ccc(Br)cc1)c1ccc(Cl)cc1 | i | i
C=CCN1C(=O)/C(=N/n2cnnc2)c2ccccc21 | i | i
C/C(=N/NC(=O)c1ccc(Br)o1)c1cccs1 | i | i
CC(=O)Oc1cc2c(C(=O)NCCN3CCOCC3)c(C)oc2c2ccccc12 | i | i
COc1cccc(C2CC(=O)Nc3c2c(=O)n(C)c(=O)n3C)c1OC (stereo not given) | i | i
CCCCN1C(=O)C(O)=C(C(C)=O)C1c1ccccc1 (stereo not given) | i | i
Nc1nnc(SCCOc2ccc(Br)cc2)s1 | i | i
CCOc1ccc(NC(=O)CCNS(=O)(=O)c2ccc3c(c2)c(=O)n(C)c(=O)n3C)cc1 | i | i
CC12CCC(C(=O)Nc3nc4ccc(Br)cc4s3)(OC1=O)C2(C)C (stereo not given) | i | i
O=C(Nc1nccs1)C1CCN(S(=O)(=O)c2cccs2)CC1 | i | i
Cc1ccccc1NC(=O)Cn1cccc1 | i | i
O=C(OCc1ccccc1)N1CCc2ccccc21 | i | i
Cc1c(NC(=O)/C=C/C(=O)O)cccc1[N+](=O)[O-] | i | i
Cn1nc(C(C)(C)C)c(NC(=O)c2ccc(F)cc2)c1C(C)(C)C | i | i
O=C(O)/C=C/C(=O)Nc1ccc(-c2ccccc2)cc1 | i | i
COc1cccc(/C=N/NC(=O)c2ccc(-c3ccccc3)cc2)c1O | i | i
COC(=O)c1cccc2c1-c1ccccc1/C2=N\NC(N)=O | i | i
C/C(=N\NC(=O)c1csc2ccccc12)c1ccc(O)cc1 | i | i
CC(C)CCn1c(N2CCc3ccccc3C2)nc2c1c(=O)[nH]c(=O)n2C | i | i
The listing continues:
SMILES | CHT block | CHT allo act
O=c1[nH]c2ccc(NS(=O)(=O)c3ccc(Cl)cc3)cc2[nH]1 | i | i
COC(=O)c1sccc1NC(=O)CNC(=O)c1ccccc1 | i | i
O=C(NC1CCCC1)C1CCN(C(=O)c2ccccc2Cl)CC1 | i | i
CN1CCN(c2nc3c(c(=O)[nH]c(=O)n3C)n2CC(N)=O)CC1 | i | i
CCC(=O)N/C(N)=N/c1nc2ccccc2o1 | i | i
O=C(NC(Cc1ccccc1)C(=O)O)/C(=C/c1ccc([N+](=O)[O-])cc1)NC(=O)c1ccco1 (stereo not given) | i | i
COc1ccc(Cc2nc3ccc(C(=O)N4CCCCC4CCO)cc3o2)cc1 (stereo not given) | i | i
CCOC(=O)c1cc(NC(=O)/C=C\C(=O)O)ccc1Cl | i | i
O=C(COC(=O)c1ccccc1NC(=O)C1CC1)c1ccc2c(c1)OCCO2 | i | i
Cc1nc(N)c(CC(Br)CBr)c(Cl)n1 (stereo not given) | i | i
Cc1ccc(CC2C(=O)N(c3ccc(C)cc3)C(=O)C2C)cc1 (stereo not given) | i | i
COc1cc2c(cc1OC)C(c1ccc3c(c1)OCO3)CC(=O)N2 (stereo not given) | i | i
O=C(O)c1ccc(-c2ccc(OS(=O)(=O)c3ccccc3F)cc2)cc1 | i | i
O=C(NCSc1ccccc1)c1ccccc1 | i | i
Cc1cc(NC(=O)Nc2ccccc2)n(C(C)(C)C)n1 | i | i
COc1ccccc1NC(=O)NCC(c1ccco1)N1CCCCC1 (stereo not given) | i | i
NC(=O)CSc1nnc(CSc2ncccn2)n1-c1ccccc1 | i | i
CCCCc1c(O)nc(SCC(=O)Nc2ccc(C)cc2)n(-c2ccc(OC)cc2)c1=O | i | i
Cc1ccc(C(=O)N2CCN(C)CC2)cc1S(=O)(=O)N1CCOCC1 | i | i
CCCN(Cc1cc2cc(OC)ccc2[nH]c1=O)C(=O)c1ccncc1 | i | i
Cc1cc(=O)[nH]c(Nc2ccccc2C)n1 | i | i
Cc1cc(NC(=O)c2ccccc2)n(C)n1 | i | i
Cc1c(Cl)cccc1NC(=O)CCN1CCCCCC1 | i | i
Nc1c(C(=O)Nc2ccc3c(c2)OCCO3)nnn1Cc1ccc(Br)cc1 | i | i
CC(=O)N(c1ccc(C)cc1)C1C=CS(=O)(=O)C1 (stereo not given) | i | i
Continuation:
SMILES | CHT block | CHT allo act
Cc1nn(C)cc1C(=O)Nc1c(C)nn(Cc2ccccc2Cl)c1C | i | i
COc1ccccc1NC(=O)C(NC(=O)OC(C)(C)C)C(C)OCc1ccccc1 (stereo not given) | i | i
CCOc1cc(NS(=O)(=O)CC)c(OCC)cc1NC(=O)c1ccco1 | i | i
Cc1ccc(S(=O)(=O)NCC2CCC(C(=O)NCCCOC(C)C)CC2)cc1 (stereo not given) | i | i
CCOC(=O)c1cccc(NC(=O)c2ccco2)c1 | i | i
C/C(=N\Nc1ccc(Cl)c(C(=O)O)c1)c1cccs1 | i | i
CC(C)c1ccc(-c2nc(N3CCCCCC3)nc3n[nH]c(N)c23)cc1 | i | i
CCN(C(=O)CSc1nnc(COc2ccccc2F)n1N)C1CCS(=O)(=O)C1 (stereo not given) | i | i
CN(C)C(=O)COc1ccc(C(=O)/C=C/c2cccnc2)cc1 | i | i
COC(=O)c1ccc(COc2ccc(/C=C(\C#N)c3nc4ccccc4[nH]3)cc2OC)o1 | i | i
Cc1nc(NCC2CCCO2)[nH]c(=O)c1CCC(C)C (stereo not given) | i | i
N#CCSc1nc2ccccc2c(=O)n1CC1CCCC1 | i | i
O=S(=O)(c1ccccc1)c1nc(-c2ccccc2Cl)oc1NCCN1CCOCC1 | i | i
CCOC(=O)c1ccc(NC(=O)CN2C(=O)CCC2=O)cc1 | i | i
CC(=O)N1[C@H](C)C=C[C@]1(Cc1ccccc1)C(=O)NCc1cc(F)cc(C(F)(F)F)c1 | i | i
CC1CCCCN1S(=O)(=O)c1ccc2c(c1)C(C)(C)C(=O)N2C (stereo not given) | i | i
O=C(c1ccccc1)n1c(=O)cc[nH]c1=O | i | i
CCCCCCCC(=O)N/N=C/c1ccncc1 | i | i
COc1ccc(S(=O)(=O)N(C)c2ccc(C(=O)N3CCCCC3)cc2)cc1OC | i | i
CC1CCN(C(=O)COC(=O)Cc2c[nH]c3ccccc23)CC1 | i | i
CNC(=O)CN(CCc1ccccc1)S(=O)(=O)c1ccc(OC)cc1 | i | i
Cn1c(=O)n(CC(=O)NCC2CCCO2)c(=O)c2c3c(sc21)COC(C)(C)C3 (stereo not given) | i | i
Cc1c(C)c2ccc(OCC(=O)N(C)C3CCS(=O)(=O)C3)c(C)c2oc1=O (stereo not given) | i | i
CC(=O)N1CCc2cc(S(=O)(=O)NC(C(=O)NC(C)c3ccccc3)C(C)C)ccc21 (stereo not given) | i | i
Cc1cc(CNC(=O)C2CCC(=O)N(CCc3cccc(F)c3)C2)nn1C (stereo not given) | i | i

Printed as active in CHT block, among the entries above:
Molecule | CHT block
Cc1ccc(CNC(=O)c2ccccc2NS(=O)(=O)c2ccc(Cl)nc2)cc1 | -5.75*
O=C1CNC(=S)N1CCc1ccccc1Cl | -5.11*

Next compounds:
SMILES | CHT block | CHT allo act
c1ccc(COCCN2CCN(CCOCc3ccccc3)CC2)cc1 | i | i
COc1ccc(-c2cc(C(F)(F)F)nc(N3CCN(C)CC3)n2)cc1 | i | i
O=C(c1ccc(Br)o1)N1CCCc2ccccc21 | i | i
O=C(c1cc(-c2ccc(Cl)cc2)n(-c2cc(Cl)ccc2Cl)n1)N1CCOCC1 | i | i
CN(C)S(=O)(=O)c1cccc(COC(=O)c2cccnc2Cl)c1 | i | i
O=C(Nc1ccccc1)C1=C(O)CC(c2ccoc2)CC1=Nc1ccccc1 (stereo not given) | i | i
CC1CCCCC1NS(=O)(=O)CCNC(=O)c1ccccc1 (stereo not given) | i | i
Cc1cc(C)cc(NC(=O)C(OC(=O)Cn2cnc3c2c(=O)n(C)c(=O)n3C)c2ccccc2)c1 (stereo not given) | i | i
CC(C)OC(=O)CN1C(=O)S/C(=C/c2ccc(N3CCCCC3)o2)C1=O | i | i
Nc1nc(CCl)nc(Nc2ccccc2)n1 | i | i
CCOc1cc(N2CCOCC2)c(OCC)cc1NC(=O)CN1C(=O)NC(Cc2ccccc2)C1=O (stereo not given) | i | i
COC(=O)Cn1ncc2c3ccccc3n(Cc3ccccc3)c2c1=O | i | i
O=C(CCCCCn1c(=O)[nH]c2ccccc2c1=O)NCCCN1CCN(c2ccccc2F)CC1 | i | i
CCN(CC)S(=O)(=O)c1ccc(NC(=O)c2nc3nc(C)cc(C)n3n2)cc1 | i | i
O=C(Nc1ccc2[nH]c(=O)[nH]c2c1)C(F)(F)F | i | i
O=S(=O)(O)Oc1c[nH]c2ccccc12 | i | i
O=C(NC1CC1)C1=C[C@@H](c2csc3ccccc23)C[C@@H](OCc2ccc(CO)cc2)O1 | i | i
CC(C)CNC(=O)C(=O)NCc1ccccc1 | i | i
O=C(NCCCN1CCOCC1)c1cc2c(s1)CSC2 | i | i
CCCC(=O)C1=C(O)C(C(=O)OC)C(C)(C)CC1=Nc1ccncc1 (stereo not given) | i | i
O=C(Nc1sc2c(c1C(=O)O)CCCC2)c1ccc(Cl)cc1 | -6.33* | i
CCOc1ccc(C(=O)n2cnnc2N)cc1 | i | i
COc1cc(/C=N/Nc2nc(=O)[nH]nc2C)ccc1O | i | i
CSc1nnnn1-c1ccc(C)c(Cl)c1 | i | i
COc1ccc(/C=N/NC(=O)C2c3ccccc3Oc3ccccc32)c(OC)c1 | i | i
COc1ccc(/C=C/C(=O)c2cc(Br)ccc2OC(=O)c2ccco2)cc1OC | i | i
CCc1nn2c(N3CCOCC3)cc(C)nc2c1-c1ccccc1 | i | i

Of the compounds above, 15 have fluorine:
SMILES | CHT block | CHT allo act
COc1cc2c(C(=O)N3CCN(c4ccccc4F)CC3)cn(C)c(=O)c2cc1OC | i | i
O=C(Nc1ccccc1N1CCCCC1)c1ccc(OC(F)F)cc1 | i | i
O=C(O)c1nnn(-c2cccc(C(F)(F)F)c2)c1-c1ccccc1 | i | i
O=[N+]([O-])c1ccc(N2CCN(c3ccc(F)cc3)CC2)cn1 | i | i
Cc1cc2c(ncn2C)c(NS(=O)(=O)c2ccc(F)cc2)c1C | i | i
Cc1ccc(C)c(NC(=O)C2=CCN(S(=O)(=O)c3ccc(F)cc3)CC2)c1 | i | i
Cc1nn(Cc2c(F)c(F)c(F)c(F)c2F)c(C)c1NC(=O)c1ccnn1C | i | i
Cn1nc(C(C)(C)C)c(NC(=O)c2ccc(F)cc2)c1C(C)(C)C | i | i
O=C(O)c1ccc(-c2ccc(OS(=O)(=O)c3ccccc3F)cc2)cc1 | i | i
CCN(C(=O)CSc1nnc(COc2ccccc2F)n1N)C1CCS(=O)(=O)C1 (stereo not given) | i | i
CC(=O)N1[C@H](C)C=C[C@]1(Cc1ccccc1)C(=O)NCc1cc(F)cc(C(F)(F)F)c1 | i | i
Cc1cc(CNC(=O)C2CCC(=O)N(CCc3cccc(F)c3)C2)nn1C (stereo not given) | i | i
COc1ccc(-c2cc(C(F)(F)F)nc(N3CCN(C)CC3)n2)cc1 | i | i
O=C(CCCCCn1c(=O)[nH]c2ccccc2c1=O)NCCCN1CCN(c2ccccc2F)CC1 | i | i
O=C(Nc1ccc2[nH]c(=O)[nH]c2c1)C(F)(F)F | i | i
